ZTA DNA inh = blocks Epstein-Barr virus ZTA, an EBNA-1 counter-screen; P03206; ZTA-DNA binding, fluorescence polarization; inhibition, % at 11 µM; 320,000 compounds, 0.15% hits; in the data active = inhibition above about 33%
Target sequence (P03206 whole entry, looked up): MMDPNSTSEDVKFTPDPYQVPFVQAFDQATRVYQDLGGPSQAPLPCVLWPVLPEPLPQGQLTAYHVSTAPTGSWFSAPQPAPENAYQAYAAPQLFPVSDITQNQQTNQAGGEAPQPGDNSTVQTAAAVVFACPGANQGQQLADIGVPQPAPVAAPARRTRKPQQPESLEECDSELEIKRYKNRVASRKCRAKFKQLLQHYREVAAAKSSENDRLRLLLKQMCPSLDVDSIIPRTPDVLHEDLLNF
MEX-5 binding = C. elegans MEX-5 TCR-2 RNA binding activity; Q9XUB2; MEX-5/FITC-TCR2 RNA binding, fluorescence polarization; stronger effect = lower value; activity score (negative = inhibition of binding), % at 10 µM; 300,000 compounds, 0.38% hits; AID 1832;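 active = inhibition past about -25% in most replicates, and total fluorescence under double the plate's negative control median, limit read from the data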;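 note: 0% = DMSO and -100% = 5 µM competing unlabeled TCR2 RNA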
Bcl-xL primary = blocks human Bcl-xL binding to Bim BH3 peptide; Q07817; GST-Bcl-xL / FITC-Bim BH3 peptide fluorescence polarization; inhibition, % at 10.9 µM; 320,000 compounds, 0.7% hits;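 active = inhibition above the mean of all tested compounds plus 3 SD, cutoff set per campaign, cut at about 30% in these data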;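 note: 0% = DMSO wells and 100% = unlabeled Bim-BH3 peptide competitor; inhibitors lower millipolarization by displacing the labeled peptide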
Efflux pump mplx = antifungal efflux pump inhibition, Nile Red retention. 330,000 compounds, 0.44% hits. AID 485275. inhibition, % at 10 µM. S. cerevisiae Candida pump triplex;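 active = plate passing quality check with inhibition over a set limit, or well fluorescence over plate mean plus 4 SD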;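 note: Nile Red retained in pooled yeast measured as flow cytometry median fluorescence; 0% = buffer negative control and 100% = Enniatin B positive control; higher means more Nile Red kept so more efflux inhibition; some compounds called inactive have numbers as strong as hits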
MCL1 BIM primary = MCL1-BIM-BH3 interaction inhibition (human) | GST-MCL1 / FITC-Bim-BH3 fluorescence polarization | inhibition, % at 10.9 µM | 320,000 compounds, 0.68% hits;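 active = inhibition above the mean inhibition of all tested compounds plus 3 SD, set per campaign, cut at about 40% in these data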;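 note: 0% = DMSO wells and 100% = unlabeled Bim-BH3 peptide control; higher means more loss of mP so more displacement of Bim peptide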
Target sequence (Q07820 whole entry, looked up): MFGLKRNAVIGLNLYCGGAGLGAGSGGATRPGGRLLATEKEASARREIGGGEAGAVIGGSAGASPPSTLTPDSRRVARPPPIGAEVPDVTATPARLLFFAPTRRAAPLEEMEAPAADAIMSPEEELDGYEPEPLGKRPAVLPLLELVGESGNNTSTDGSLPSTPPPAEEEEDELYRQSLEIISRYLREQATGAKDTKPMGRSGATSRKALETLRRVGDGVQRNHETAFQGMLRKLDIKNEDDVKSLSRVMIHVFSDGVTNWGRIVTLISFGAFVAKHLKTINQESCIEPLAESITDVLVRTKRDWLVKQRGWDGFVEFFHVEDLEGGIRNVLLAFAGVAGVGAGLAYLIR
GLD-1 TGE inh = GLD-1-TGE RNA interaction inhibition (C. elegans) | purified GLD-1 + fluorescein TGE RNA, fluorescence polarization | inhibition, % at 5.96 µM | 320,000 compounds, 0.44% hits | Q17339;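 active = percent inhibition above a per-plate cutoff, the plate mean of test compounds plus 3 SD, cut at about 30% in these data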;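 note: 0% = DMSO wells with GLD-1 and probe and 100% = wells lacking GLD-1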
Target sequence (Q17339 whole entry, looked up): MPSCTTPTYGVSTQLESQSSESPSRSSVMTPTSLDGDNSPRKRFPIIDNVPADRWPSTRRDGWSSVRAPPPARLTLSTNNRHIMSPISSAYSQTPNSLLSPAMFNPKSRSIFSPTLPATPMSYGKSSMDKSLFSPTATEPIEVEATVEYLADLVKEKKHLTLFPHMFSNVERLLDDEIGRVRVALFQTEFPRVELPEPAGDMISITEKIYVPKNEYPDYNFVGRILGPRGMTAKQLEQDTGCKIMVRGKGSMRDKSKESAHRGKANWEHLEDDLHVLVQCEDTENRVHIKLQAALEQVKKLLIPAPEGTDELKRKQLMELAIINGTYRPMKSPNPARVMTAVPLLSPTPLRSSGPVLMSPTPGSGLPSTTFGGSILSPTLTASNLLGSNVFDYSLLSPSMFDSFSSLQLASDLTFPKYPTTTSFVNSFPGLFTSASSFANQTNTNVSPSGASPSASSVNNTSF
Yeast superoxide = yeast age-related superoxide inhibition as caloric restriction mimetic | S. cerevisiae aged cells, superoxide DHE fluorescence; stronger effect = lower value | superoxide response (% of plate mean), % at 10 µM | 330,000 compounds, 0.18% hits;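 active = superoxide response under a set limit, about three screen SD below normal, cut at about 65% in these data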;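 note: yeast aged for seven days with compound at 30 °C before DHE staining; 100% = average MFI of all compound-treated wells on the plate with controls excluded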
Fam108B counter = blocks mouse Fam108B hydrolase in RBBP9 counter-screen; inhibition, % at 9.51 µM; recombinant Fam108B, FP-Rh probe fluorescence polarization; 300,000 compounds, 0.33% hits; AID 1947;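 active = inhibition above the screen mean inhibition plus 3 SD, computed separately per campaign, cut at about 18% in these data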;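 note: inhibitors lower polarization as less probe binds the enzyme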
EBNA-1 inh = blocks EBNA-1 binding to DNA; EBNA-1 DNA binding, fluorescence polarization; inhibition, % at 14.8 µM; 300,000 compounds, 0.34% hits; AID 1950; in the data active = inhibition above about 28%
An asterisk follows results filed as active; x = not tested or not shown. Random draw from the library; 2.3% or so of the library scored in one or more.

SMILES	ZTA DNA inh	MEX-5 binding	Bcl-xL primary	Efflux pump mplx	MCL1 BIM primary	GLD-1 TGE inh	Yeast superoxide	Fam108B counter	EBNA-1 inh
CCc1ccc(N(C(=O)CNC(=O)c2cccs2)C(C(=O)NC(C)(C)C)c2cc(OC)c(OC)c(OC)c2)cc1 (stereo not drawn)	3.1	1.2	1.5	-0.1	-4.4	3.0	92.0	2.6	-4.6
COc1ccc(-c2csc(NC(=O)CN3C(=O)NC4(CCCC4)C3=O)n2)cc1	-7.2	-2.6	-0.5	0.2	2.1	-1.1	98.5	-6.0	13.3
CCCOc1ccccc1OCC(=O)Nc1ccc(S(=O)(=O)N2CCCC2)cc1	-0.5	-1.5	6.8	-0.1	7.3	0.5	75.1	1.4	6.5
O=C(Cc1ccccc1Cl)NCc1cccnc1	-11.2	-1.6	-3.6	0.2	0.6	-8.2	97.0	-1.1	-11.5
COc1ccccc1S(=O)(=O)CC(O)COc1ccc(F)cc1Cl (stereo not drawn)	-13.9	-1.3	8.3	-0.1	-4.5	1.5	97.3	3.2	-5.2
CCCC(=O)Nc1nc(-c2ccc(Cl)s2)cs1	8.5	-0.8	2.2	0.0	-1.1	-1.1	124.4	-3.3	1.4
Fc1ccc(CNc2ncnc3cc(Cl)ccc23)cc1	-3.4	1.7	0.7	-0.3	-1.4	4.4	109.6	0.8	8.5
CCCCn1nnc(NC(=O)c2ccc(-c3ccccc3[N+](=O)[O-])o2)n1	-6.6	0.3	-1.4	0.0	0.0	11.5	87.8	0.2	4.7
Cc1ccc(NC(=O)C2C(C(=O)O)C3C=CC2C32CC2)cc1 (stereo not drawn)	-4.5	1.9	4.3	-0.2	-0.4	2.5	101.6	-4.0	1.2
Cc1nc(NCCc2cnc[nH]2)c2oc3ccccc3c2n1	-5.3	1.2	3.2	-0.1	3.0	-5.3	92.4	7.7	7.5
CC(NS(=O)(=O)c1ccc(Cl)cc1)C(=O)Nc1ccc2c(c1)OCCO2 (stereo not drawn)	15.0	-4.6	-0.6	-0.1	3.2	5.8	95.8	-1.1	1.6
COc1ccc(C2=NN(C(=O)CN3CCCCC3)C(c3ccc(OC)cc3)C2)cc1 (stereo not drawn)	-17.9	1.2	-0.4	0.0	-4.5	3.5	103.0	3.7	-16.4
O=C(/C=C/c1ccc(Cl)cc1)N1CCN(c2ccc([N+](=O)[O-])c(N3CCOCC3)c2)CC1	5.3	-0.7	3.8	-0.2	-0.9	6.5	105.1	9.6	-0.2
COc1ccc(-c2cc(C(=O)N3CCCC3)no2)cc1OC	8.5	-0.2	-1.2	0.0	-1.0	-2.5	90.5	-0.1	1.5
O=C(Cn1ccc(NC(=O)OCc2ccccc2)nc1=O)NCc1nc2ccccc2[nH]1	-1.6	x	1.3	0.2	-4.2	-0.8	86.9	x	x
CC(=O)N(C(C)=O)n1c(/C=C/c2cccc([N+](=O)[O-])c2)nc2ccccc2c1=O	1.0	1.1	0.4	0.1	1.1	-5.2	124.9	4.6	8.4
CCOC(=O)c1cc2sccc2n1Cc1ccccc1	3.7	1.2	1.0	0.2	-1.1	-6.9	100.1	1.9	0.1
O=C1/C(=C\c2ccc(-c3ccccc3[N+](=O)[O-])o2)C(c2ccccc2)=NN1c1ccccc1	13.5	0.7	-1.7	-0.1	3.4	-3.3	100.1	9.2	-7.4
CCCCN1C[C@H](C)[C@@H](CC(=O)NCc2ccccc2)C1=O	12.3	1.5	-2.3	-0.1	3.9	2.1	103.0	-5.6	16.1
COc1ccccc1OCC(=O)Nc1ccc(S(=O)(=O)Nc2cc(C)on2)cc1	-10.7	0.1	13.2	0.3	1.9	-10.4	93.6	1.0	-13.9
CCOc1cc(N2CCOCC2)c(OCC)cc1NC(=O)Cc1cccc(OC)c1	-4.4	-3.5	1.3	-0.1	-5.0	1.2	94.2	0.3	-3.1
CC(C)(/C=N/O)/[N+]([O-])=C/c1ccco1	2.7	-0.2	-1.6	0.2	0.1	3.3	101.5	1.4	-9.3
CC(C)OP(=O)(CCP(=O)(OC(C)C)OC(C)C)OC(C)C	7.4	1.5	2.5	0.0	5.3	5.3	87.4	1.1	-5.5
Cc1cccc(NC(=O)c2nc[nH]c2C(=O)N[C@@H](C)C(=O)OCc2ccccc2)c1	-5.6	1.9	0.4	0.0	2.4	9.4	87.4	-3.4	2.8
CC12CCC(C(=O)NNc3ccc([N+](=O)[O-])cc3)(CC1=O)C2(C)C (stereo not drawn)	-4.0	1.3	4.7	0.1	2.4	-0.1	88.4	1.2	-8.8

(continued)
SMILES	ZTA DNA inh	MEX-5 binding	Bcl-xL primary	Efflux pump mplx	MCL1 BIM primary	GLD-1 TGE inh	Yeast superoxide	Fam108B counter	EBNA-1 inh
O=C(c1cc(-c2ccccc2Cl)on1)N1CCCC1	4.8	3.3	-1.1	0.1	0.4	-0.1	94.6	-3.5	-12.9
Cc1ccnc(NS(=O)(=O)c2ccc(NC(=O)CSc3nc(-c4ccccc4)cc(=O)[nH]3)cc2)n1	0.8	-2.8	8.8	-0.1	10.7	5.9	96.1	3.0	2.7
O=C(COC(=O)C1CC(=O)N(CCc2ccccc2)C1)c1ccc[nH]1 (stereo not drawn)	19.0	x	5.6	0.0	1.7	2.4	72.0	x	x
COc1ccc(C(=O)NCc2ccccc2)cc1S(=O)(=O)N1CCCc2ccccc21	-5.5	1.2	-0.1	0.0	-5.1	0.2	93.3	-2.3	1.8
O=C(Nc1ccc2c(c1)OCO2)c1ccc(Br)c(S(=O)(=O)N2CCCC2)c1	12.9	0.9	-0.2	0.4	-4.7	1.3	101.4	-3.0	-0.5
O=C(CSc1nnc(CNC(=O)c2ccccc2F)o1)c1ccccc1	-11.7	1.1	-4.5	0.1	-1.9	-2.2	113.3	0.4	-2.7
CCN(CC(=O)Nc1ccccc1C(F)(F)F)C(=O)CCc1c(C)[nH]c(=O)c(C#N)c1C	-5.8	2.3	-0.3	0.0	2.4	3.6	100.9	3.2	-2.6
CC(=O)c1ccc(NC(=O)C2CCCN2S(=O)(=O)c2ccc(C)cc2)cc1 (stereo not drawn)	-25.6	1.3	1.6	-0.1	-1.1	6.5	108.9	4.0	0.5
CC(C)CNC(=O)c1cccc(NC(=O)c2ccc(Cl)c([N+](=O)[O-])c2)c1	-9.7	0.4	3.1	0.1	1.4	1.1	101.1	1.4	-11.5
Cc1ccc(NC(=O)Nc2cccc3ccccc23)cc1	-3.6	-1.1	1.1	0.4	4.3	6.5	113.6	-2.5	-3.0
FC(F)(F)c1ccc(N2CCN(Cc3ccc4c(c3)OCO4)CC2)nc1	9.7	0.5	3.1	0.0	-4.1	7.4	108.6	0.9	2.4
CC(CNS(=O)(=O)c1ccc(Cl)cc1)n1cncn1 (stereo not drawn)	9.4	0.4	-0.3	0.0	-3.6	-1.4	112.2	1.4	15.4
COc1cc([N+](=O)[O-])ccc1NC(=O)CCCOc1ccccc1	-25.5	1.9	-0.7	-0.1	-3.8	9.9	95.9	-1.5	1.8
CCn1c(C)cc(C(=O)CSc2nnc(-c3ccco3)o2)c1C	-6.4	x	-3.1	-0.1	-7.0	1.0	81.8	x	x
O=C1NC(=Nc2ccccc2)S/C1=C\c1cccn1-c1ccccc1	20.2	0.3	-0.4	0.4	-2.5	-0.9	108.1	-1.6	3.2
Cc1cc(C)c(S(=O)(=O)NCCOc2ccccc2)c(C)c1-n1cnnn1	0.2	-3.3	5.6	0.2	-5.6	-0.6	88.8	0.5	-15.2
O=c1cc(O)c2ccc(O)cc2o1	-1.2	-8.1	4.8	0.5	1.9	8.9	114.7	1.1	-9.3
Cc1cccc(-c2nnc(SCC(=O)N3CCOCC3)o2)c1	11.8	-0.7	1.3	0.1	-2.7	0.7	102.7	0.7	7.9
COC(=O)c1ccc(NC(=O)COC(=O)C2CCC2)cc1	-6.9	2.3	-3.5	0.1	-6.4	-3.8	151.0	-1.5	-9.7
COc1ccc2nc3sc(C(=O)NCCCN4CCc5ccccc5C4)cc3cc2c1	-20.4	3.0	11.8	0.0	-3.9	7.5	104.8	-15.2	-7.7
Cc1c(C(=O)O)oc2ccc(S(=O)(=O)N3CCC(C)CC3)cc12	-0.4	x	2.3	-0.3	-3.8	6.7	100.7	2.3	-0.2
COc1cc(-c2nnn(CC(=O)NC3CCS(=O)(=O)C3)n2)ccc1OCc1ccccc1 (stereo not drawn)	13.1	-2.1	6.6	0.1	13.2	5.0	107.0	-1.4	-7.1
COC(=O)c1cc(Br)c(=O)n(Cc2ccc(OC)c(OC)c2)c1	18.1	-0.6	0.5	0.1	-1.2	-4.8	97.6	3.9	6.2
CCOC(=O)Cn1c(=O)c(-c2cc(Br)ccc2N)nc2ccccc21	4.0	-38.2*	69.8*	0.0	82.2*	36.6*	101.0	-10.3	-1.6
O=C(O)CCN1C(=O)c2ccc(Oc3ccc([N+](=O)[O-])cc3)cc2C1=O	-3.5	0.2	1.3	-0.1	-0.2	1.1	106.2	3.4	-1.6

Sorted by the number under EBNA-1 inh (ascending): 3 of the compounds above.
structure,EBNA-1 inh
CCOC(=O)Cn1c(=O)c(-c2cc(Br)ccc2N)nc2ccccc21,-1.6
FC(F)(F)c1ccc(N2CCN(Cc3ccc4c(c3)OCO4)CC2)nc1,2.4
CCCCN1C[C@H](C)[C@@H](CC(=O)NCc2ccccc2)C1=O,16.1

Next compounds follow.
SMILES	ZTA DNA inh	MEX-5 binding	Bcl-xL primary	Efflux pump mplx	MCL1 BIM primary	GLD-1 TGE inh	Yeast superoxide	Fam108B counter	EBNA-1 inh
CCN1CCCC1CNC(=O)C(=O)NC(C)C (stereo not drawn)	3.7	-0.1	4.4	-0.2	8.8	1.1	95.0	-3.5	-3.7
COc1ccc2nc(N(CCN(C)C)C(=O)/C=C/c3cccs3)sc2c1	9.6	0.6	2.1	0.0	1.2	-0.2	96.4	-0.9	7.6
Cc1ccc(CNC(=O)COc2ccc(C(=O)c3ccc(F)cc3)cc2)cc1	-12.9	-1.8	-3.5	0.0	-20.0	0.8	116.9	1.4	24.6
CC1=N/C(=C/c2cc(Br)cc(Br)c2O)C(=O)O1	-23.2	-0.7	4.8	0.1	0.0	-2.2	102.7	4.4	-3.1
COCCN=C1N[C@@H](c2ccc(Br)cc2)C(C(=O)OC)=C(C)N1Cc1ccccc1	-13.4	-1.2	-0.3	-0.1	-12.9	-2.4	90.2	-3.5	5.9
COc1ccc(OC)c(NS(=O)(=O)c2cc(OC)ccc2OC)c1	-0.2	0.4	0.1	0.2	2.9	-11.1	99.6	1.1	-1.9
COc1ccc(C(=O)Nc2ccc(C)cc2C(=O)c2ccccc2)c(OC)c1	-1.6	-1.4	5.0	-0.2	11.5	2.4	90.2	-9.1	-1.9
CCN(CC)S(=O)(=O)c1ccc2nc(COC(=O)c3n[nH]c4ccccc34)[nH]c2c1	-4.0	-0.9	0.8	-0.2	-5.0	-0.7	108.4	-12.2	13.8
CN(C)S(=O)(=O)c1cccc(C(=O)N2CCN(Cc3ccccc3)CC2)c1	-7.9	-0.5	3.0	0.1	5.5	0.6	85.7	0.8	-0.2
Cc1cccc(-n2ccnc2CN2CCN(C(C)C)C(CCO)C2)c1 (stereo not drawn)	7.9	1.7	1.1	0.0	5.0	-4.3	80.1	0.4	4.7
O=C(O)c1ccc(-n2cccc2)cc1O	-13.2	2.0	6.8	0.1	2.5	2.4	114.6	-1.4	6.6
COc1ccc(CCNC(=O)C2CCN(S(=O)(=O)c3ccc(NC(C)=O)cc3)CC2)cc1OC	3.2	-0.8	3.2	0.2	-0.3	-4.6	113.7	2.8	5.1
Cc1ccnc(NC(=O)C2CCN(S(=O)(=O)c3ccc(C)c(C)c3)CC2)c1	-2.1	-0.5	1.6	0.0	1.3	2.8	91.4	1.8	-1.8
CCOc1ccsc1C(=O)NNC(=O)c1ccco1	-10.2	-0.7	-2.8	-0.5	6.4	-1.8	100.9	1.2	1.3

Bioassay records as filed in PubChem BioAssay.
